Mtb FBA inh: inhibitors of M. tuberculosis fructose-bisphosphate aldolase; P9WQA3; purified M. tuberculosis FBA, fluorescence read-out; inhibition, % at 1 µM; 360,000 tested, 2.3% active; AID 588726; in the data active = inhibition above about 27%;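 note: 0% = vehicle and 100% = reference inhibitor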
Yp Topo-I inh: Y. pestis Topo-I inhibition via cleavage products; Y. pestis Topo-I cleavage product accumulation, plate reader; activity, % at 10 µM; 360,000 tested, 0.064% active; AID 504884; in the data active = activity above about 50%, passing the limit was not always enough; note: inactives centre near 2
GDH-TPI counter: counter-screen for M. tuberculosis FBA inhibitors: GDH-TPI coupled enzymes. GDH-TPI coupled enzyme counterscreen, NADH absorbance. inhibition, % at 4.8 µM. 360,000 tested, 1.2% active; in the data active = inhibition above about 30%;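 note: 0% = DMSO wells and 100% = wells lacking the enzyme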
BH1578 lux ind: inducers of Vibrio cholerae quorum light production without autoinducers; V. cholerae BH1578 lux reporter, luminescence, 6 h; activation, % at 18.7 µM; 350,000 tested, 0.16% active; in the data active = activation mostly above about 9.7%, no sharp cut-off; note: not every result past the cut was called active; inactives centre near 0; reference of the scale not given here
UGM FP inh: Mtb UDP-galactopyranose mutase inhibition; AID 504406; purified UGM, fluorescence polarization probe displacement; 320,000 tested, 0.06% active; P9WIQ1; inhibition, % at 10 µM; in the data active = inhibition above about 10%, passing the limit was not always enough
PfHsp40 yeast: restores yeast growth despite PfHsp40 toxicity. S. cerevisiae expressing PfHsp40, growth rescue, ATP luminescence. 340,000 tested, 0.68% active. growth rescue, % at 12.5 µM; in the data active = growth rescue above about 28%, passing the limit was not always enough;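 note: yeast W303a lacking pdr1 and pdr3 grown in galactose medium; growth measured after three days at 30 °C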
Mtb BioA inh: inhibitors of Mycobacterium tuberculosis BioA enzyme. purified M. tuberculosis BioA enzyme, plate reader. inhibition, % at 9.99 µM. 360,000 tested, 0.096% active; in the data active = inhibition above about 40%
TcdB GH inh: blocks C. difficile toxin B glycohydrolase activity; AID 652162; TcdB glycohydrolase enzymatic assay, plate reader; inhibition, % at 9.99 µM; 350,000 tested, 0.24% active; in the data active = inhibition above about 10%
FadD28 FP inh: M. tuberculosis FadD28 bisubstrate binding inhibition; FadD28 bisubstrate probe binding, fluorescence polarization; inhibition, % at 12.5 µM; 360,000 tested, 0.22% active; AID 588549; in the data active = inhibition above about 8.5%, passing the limit was not always enough
Numbers without * were called inactive; i = inactive; nt = no result given. No enrichment for hits; any-hit rate near 4.6%.

structure	Mtb BioA inh	TcdB GH inh	Mtb FBA inh	UGM FP inh	Yp Topo-I inh	FadD28 FP inh	BH1578 lux ind	GDH-TPI counter	PfHsp40 yeast
COc1cc2[nH]c(=S)nc(NCCC(C)C)c2cc1OC	nt	10*	-2	-2.2	-9	-0.3	-0.2	5	-0.8
O=C(Oc1cccc(-n2cnnn2)c1)c1ccccc1Cl	nt	-0.6	2	-2.1	4	-4.8	i	5	2.4
O=C(NCc1ccc(Cl)cc1)N1CCN(S(=O)(=O)c2ccccc2)CC1	1.6	1.1	1	-0.1	17	-1.0	-0.4	-6	1.8
Cc1cccc(C)c1NC(=O)CNC(=O)C12CC3CC(CC(O)(C3)C1)C2	nt	1.1	1	0.4	2	-2.2	-0.7	-1	nt
O=C(NC(=S)N(Cc1ccccc1)Cc1ccccc1)C1CCCCC1	-0.8	nt	-8	1.4	-7	0.2	i	8	-1.7
Cc1ccc2nc(N3CCN(Cc4nnnn4Cc4ccccc4)CC3)c(C#N)cc2c1	-0.9	nt	5	2.1	12	-3.9	i	1	1.1
O=C(Nc1ccccn1)c1onc2c1CCCC2	-1.0	nt	2	0.0	5	1.2	-0.4	6	0.1
Nc1c(N(CCC2=CCCCC2)C(=O)COc2ccc(F)cc2Cl)c(=O)[nH]c(=O)n1Cc1ccccc1	-1.8	-4.2	1	nt	12	-1.3	-0.9	-5	0.1
COCC(C)N1CCC(n2nccc2NC(=O)CCCc2ccccc2)CC1 (configuration not stated)	-4.4	0.8	-1	2.6	0	-1.7	i	3	-0.7
COc1cc2nc(Nc3ccc(C)c(C)c3)nc(N)c2cc1OC	nt	2.8	5	-1.0	-26	-5.4	i	-6	-2.6
O=C(Nc1ccccc1N1CCCC1)c1ccc(Cl)c(S(=O)(=O)N2CCOCC2)c1	-0.5	0.0	1	-0.4	28	-0.4	-1.7	-2	0.7
CC1=C(C(=O)Nc2ccccc2C(=O)NC2CCCCC2)SCCO1	-2.7	-0.4	0	4.6	2	-4.0	-0.4	-10	0.3
COC(=O)c1[nH]c2cc(C)ccc2c1NC(=O)CN1CCN(C(=O)c2ccco2)CC1	6.9	nt	7	0.0	20	0.8	-2.0	6	-0.8
CC(=O)N(C)c1ccc(OCC(O)Cn2c3ccc(Cl)cc3c3cc(Cl)ccc32)cc1 (configuration not stated)	-4.2	nt	1	-2.3	26	-4.8	i	5	-0.7
Cc1nc([N+](=O)[O-])c(SCC(O)CCl)n1Cc1ccc(Cl)cc1 (configuration not stated)	nt	0.9	-3	1.9	-12	-3.5	-0.4	3	-0.2
CCn1c(N)nc2ccccc21	0.6	nt	2	-1.2	1	-3.0	2.6	-6	0.9
CCCCOc1ccc(CSc2nc(C)[nH]c2[N+](=O)[O-])cc1[N+](=O)[O-]	0.0	1.5	-4	-0.4	11	-3.4	-0.8	10	nt
Cc1c(C(=O)OCC(=O)Nc2ccc(S(N)(=O)=O)cc2)oc2c1ccc1ccccc12	nt	0.7	7	1.6	5	-2.9	i	3	0.7
COc1ccc2cc(C(=O)NCCO)sc(=O)c2c1OC	9.0	nt	2	2.0	-11	-2.1	i	15	-0.9
COc1ccc2c(c1)c(C(=O)N/N=C/c1cccc(O)c1)c(C)n2C	nt	3.0	-5	2.4	-4	-3.1	-0.5	20	-2.5

Reprinted from above, 6 compounds:
structure	Mtb BioA inh	TcdB GH inh	Mtb FBA inh	UGM FP inh	Yp Topo-I inh	FadD28 FP inh	BH1578 lux ind	GDH-TPI counter	PfHsp40 yeast
O=C(Nc1ccccc1N1CCCC1)c1ccc(Cl)c(S(=O)(=O)N2CCOCC2)c1	-0.5	0.0	1	-0.4	28	-0.4	-1.7	-2	0.7
CC1=C(C(=O)Nc2ccccc2C(=O)NC2CCCCC2)SCCO1	-2.7	-0.4	0	4.6	2	-4.0	-0.4	-10	0.3
COC(=O)c1[nH]c2cc(C)ccc2c1NC(=O)CN1CCN(C(=O)c2ccco2)CC1	6.9	nt	7	0.0	20	0.8	-2.0	6	-0.8
CC(=O)N(C)c1ccc(OCC(O)Cn2c3ccc(Cl)cc3c3cc(Cl)ccc32)cc1 (configuration not stated)	-4.2	nt	1	-2.3	26	-4.8	i	5	-0.7
Cc1nc([N+](=O)[O-])c(SCC(O)CCl)n1Cc1ccc(Cl)cc1 (configuration not stated)	nt	0.9	-3	1.9	-12	-3.5	-0.4	3	-0.2
CCn1c(N)nc2ccccc21	0.6	nt	2	-1.2	1	-3.0	2.6	-6	0.9

(continued)
structure	Mtb BioA inh	TcdB GH inh	Mtb FBA inh	UGM FP inh	Yp Topo-I inh	FadD28 FP inh	BH1578 lux ind	GDH-TPI counter	PfHsp40 yeast
Cc1cc(C)n2[nH]c(=O)c(N=Nc3ccc(S(N)(=O)=O)cc3)c2n1	0.0	-0.3	-23	2.9	4	-1.6	-0.1	6	-1.9
O=C1CCC(=O)N(c2ccccc2)N1	-0.9	0.5	3	0.6	-2	0.8	i	5	-1.6
COc1cccc(-n2cc(CNCc3c(C(=O)N(C)C)nc4ccc(Cl)cn34)cn2)c1	-0.2	0.1	1	0.7	-1	-4.5	i	-4	0.7
COc1ccccc1NS(=O)(=O)c1cccc(NC(=O)C2CC2)c1	1.4	1.8	0	2.1	1	-0.5	i	-2	-0.7
CC(NC(=O)Cn1cc(C(=O)C2CC2)c2ccccc21)c1ccccc1 (configuration not stated)	-3.2	nt	0	5.3	-6	-4.8	i	1	4.2
CC(=O)Nc1ccc(S(=O)(=O)Nc2nnc(C(C)C)s2)cc1	-0.5	nt	0	-0.7	5	-2.0	i	8	0.3
CN(Cc1ccc(Cl)cc1)C(C(=O)NC1CCCCC1)c1ccnc2ccccc12 (configuration not stated)	-1.9	-0.1	2	nt	nt	-11	nt	nt	nt
Cc1ccc(C(=O)NNC(=O)c2ccc(S(=O)(=O)N3CCCCC3)cc2)cc1	-0.2	1.3	3	-3.1	2	-1.4	i	21	0.4
CCN(CC)CCNc1ncnc2c1sc1nc(N3CCCC3)c3c(c12)CC(C)(C)OC3	nt	5.0	0	2.7	13	-1.2	-0.5	17	-1.0
Cc1ccc(C)c(N(C)C(=O)c2coc(=O)c3ccccc23)c1	0.9	nt	-2	0.8	3	-0.2	i	3	1.2
COc1ccc(NC(=O)C2CC(=O)N(CCc3ccc(Cl)cc3)C2)cc1 (configuration not stated)	0.4	1.7	-2	-3.0	26	-5.7	i	-11	-0.7
Fc1ccccc1Nc1nc(N2CCOCC2)nc(N2CCOCC2)n1	-0.4	-0.1	-1	0.3	-3	-3.4	-1.2	-10	-1.3
CC(=O)Nc1ccc(N=Nc2ccc(O)cc2)cc1	nt	nt	-8	1.6	0	1.3	-0.4	19	-0.5
Cc1cc(Cn2nc(C(=O)NCc3cccs3)cc2-c2ccccc2)on1	3.8	1.0	2	2.4	5	-1.4	-1.4	3	-0.2
CC1=C(C(=O)OC(C)C)C(c2ccc(C)o2)NC(=O)N1 (configuration not stated)	-1.0	nt	-2	-0.3	1	-1.2	nt	-1	-0.5
CCOC(=O)C1(CC2CC2)CCN(C(=O)c2cc(C)nc3ccc(CC)cc23)CC1	nt	1.2	2	-0.8	34	1.2	1.4	5	0.6
O=C(CN1CCCCC1)N1CCCc2ccccc21	-1.3	0.1	-1	0.3	-1	-1.2	-10	-2	-0.4
COc1ccccc1NC(=O)CCSCCC(=O)Nc1ccccc1OC	nt	nt	3	-0.1	11	-0.5	-0.3	3	45*
O=C(Nc1ccc2c(c1)CN(C(=O)Nc1ccc(F)cc1)CC2)c1ccccn1	8.5	1.2	-3	nt	12	-5.1	i	0	nt
O=C(NC(=S)Nc1ccc2oc(=O)ccc2c1)c1cccc(Cl)c1	-0.7	1.7	2	-0.9	6	-3.1	-0.2	18	-0.1
O=C(O)c1ccc(-c2nnn(Cc3cccc(C(F)(F)F)c3)n2)cc1	-1.5	-0.3	0	-1.5	2	-5.0	-0.7	-8	0.7
CC(=O)C1CCC2C3CC(C)C4=CC(=O)CCC4(C)C3C(=O)CC12C (configuration not stated)	8.0	0.0	2	nt	12	-1.2	i	3	-1.0
O=C(c1ccc(Br)c(S(=O)(=O)N2CCCCC2)c1)N1CCCCC1	0.7	1.3	-2	-1.4	3	-3.0	-1.6	-3	0.2
Cc1nn(CC(=O)NCCc2ccco2)c(=O)c2nn(-c3ccccc3)c(C)c12	4.5	-0.9	1	2.0	10	-0.9	i	6	-0.4
CC(=O)c1ccc(OCC(=O)NC2CCS(=O)(=O)C2)cc1 (configuration not stated)	nt	nt	1	1.0	1	-1.9	1.7	2	0.4
O=C(Cn1ncc(N2CCCC2)c(Cl)c1=O)c1ccc(Cl)cc1	nt	-2.0	1	-0.7	17	-2.0	-0.7	7	-1.9
COc1cccc(NC(=O)CN2CCN(S(=O)(=O)c3ccc(C(C)C)cc3)CC2)c1	0.7	nt	7	-0.1	31	-1.4	2.8	-6	0.3
Cc1ccc(S(=O)(=O)NC(=O)C2(C)CCN2C(=O)c2ccccc2CCc2ccccc2)cc1 (configuration not stated)	0.2	-3.9	1	nt	8	-1.5	0.0	4	nt
CCOC(=O)C1CCN(C(=O)c2ccccc2)C(CC)C1=O (configuration not stated)	nt	3.0	-2	nt	-1	-3.3	0.8	-9	-0.4
CC1CC(C)CN(C(=O)c2ccc3nc[nH]c3c2)C1 (configuration not stated)	-0.4	0.9	2	1.2	8	1.3	-0.7	6	1.9
CCOC(=O)C1CCN(C(=O)c2ccc3c(c2)OCO3)CC1	1.8	nt	2	-3.5	0	-3.1	-0.2	-6	-0.3
O=S(=O)(NCc1cccs1)c1cccc2cccnc12	3.5	nt	1	-0.7	-4	1.4	-0.2	5	8.6
Cc1cc(C)nc(/N=C(\NC(=O)C(C)(C)C)Nc2ccc(F)cc2)n1	nt	0.5	3	4.8	0	-2.5	-0.4	-5	17
C=CCn1c(SC(C)C(=O)Nc2ccc(Cl)cn2)nnc1C1CC1 (configuration not stated)	-0.6	0.1	2	1.6	2	-2.7	i	2	12
COc1cc(/C(C)=N/Nc2ccc(C(=O)O)cc2)cc(OC)c1OC	-1.8	nt	-1	0.4	-2	-1.3	-0.7	29	0.3
COc1ccc(C(=O)N/N=C(\C)CC(=O)Nc2ccccn2)cc1OC	0.8	-0.2	5	4.1	2	-2.1	i	2	0.2
O=S(=O)(c1cccc(F)c1)N1CCC(CO)(Cc2cccc(F)c2)CC1	nt	-1.6	0	3.5	-11	-3.5	0.1	3	3.3
CC(C)N(C(=O)[C@H]1C[C@H](CC(=O)NC(C)(C)C)C(=O)N2CCc3c([nH]c4ccc(Cl)cc34)[C@]12C)C(C)C	-2.9	2.9	3	nt	23	-0.7	i	0	-1.2
COc1cccc(-c2nnc(SCC(=O)Nc3ccc(S(N)(=O)=O)cc3)n2C)c1	nt	nt	0	0.8	-8	-1.4	3.3	-3	-0.9
CCCCNC(=O)C1CCC(CNS(=O)(=O)c2cccc3nsnc23)CC1 (configuration not stated)	-2.4	1.6	2	-1.0	0	-0.9	i	9	0.4
COc1ccccc1OCCSc1nnnn1-c1ccc(C)cc1	1.0	1.6	3	0.1	46	-0.6	-0.3	0	1.0
N#CC(c1ccc(O)cc1)N1CCCCC1 (configuration not stated)	-1.2	nt	-1	-2.0	-5	-0.9	-0.3	21	0.3
CN1C2CCC1CC(OC(=O)c1ccc([N+](=O)[O-])cc1)C2 (configuration not stated)	nt	0.5	1	nt	-5	-1.6	0.0	6	-1.6
O=C(Nc1ccc(Br)cc1)c1cccc(N2C(=O)C3C4CCC(C4)C3C2=O)c1 (configuration not stated)	1.5	nt	0	1.0	7	-1.8	-0.6	10	4.9
Cc1ccc(C(=O)CCC(=O)OC(C)C(=O)NC2CCCCC2C)cc1 (configuration not stated)	-0.3	-0.9	5	-0.2	5	-0.7	i	2	1.0
COCC1CCN(Cc2nc(-c3cccs3)no2)C1 (configuration not stated)	nt	0.6	1	-4.8	6	-2.3	-0.7	9	1.5

Assay outcomes from PubChem.
